Screens from PubChem BioAssay.
PMI inhibitors: MPI enzyme activity inhibition – biochemical, fluorescence intensity, coupled assay, primary screen (AID 1209); purified PMI enzyme, coupled fluorescence intensity; higher % means a stronger effect; inhibition, % at 20 µM, or IC50 in µM where a hit was titrated; 190,000 compounds, 0.42% hits;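 further: plate controls were DMSO vehicle for no effect and wells lacking substrate for full effect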
West Nile antiviral: inhibition of WNV-induced cytopathic effect – cell-based, CPE readout (AID 1621). 290,000 compounds, 0.02% hits. West Nile virus-infected cells, CPE inhibition; higher % means a stronger effect. one-dose CPE inhibition, % at 10 µM; IC50 in µM for titrated hits; in the data active means a potency from the dose series; inconclusive means CPE inhibition mostly from about 3.7% at the one dose, without a potency; inactive means the rest, 99 in 100 with CPE inhibition below about 2.2%; further: strong numbers were not always called active
SV40 large T antigen: TAg ATPase/helicase activity blockers – biochemical (AID 1903). SV40 large T antigen ATPase/helicase inhibition assay; higher % means a stronger effect. inhibition, % at 20 µM; hits with a dose series show IC50 in µM. 310,000 compounds, 0.39% hits; in the data active means a potency from the dose series; inconclusive means inhibition mostly from about 32% at the one dose, without a potency; inactive means the rest, 99 in 100 with inhibition below about 32%; further: strong numbers were not always called active
ER stress rescue: protection against thapsigargin-triggered cell killing – 384-well, CSM14.1, ATP luminescence, primary screen (AID 1222); CSM14.1 thapsigargin-induced death rescue, ATP luminescence; higher % means a stronger effect; one-dose cellular ATP content (survival), % at 20 µM; EC50 in µM for titrated hits; 190,000 tested, under 10 active;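 active means EC50 below 50 µM in the dose-response confirmation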;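 further: death triggered by thapsigargin at about 15 µM added after 2 h compound pretreatment; cell ATP read after overnight thapsigargin exposure of roughly 18 to 22 hours; normalized against plate controls of thapsigargin alone and 5% DMSO vehicle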
human PMI inhibitors: MPI inhibition at elevated mannose 6-phosphate – biochemical, fluorescence intensity, high mannose 6-phosphate, primary screen (AID 1220). recombinant PMI enzyme, coupled fluorescence intensity; higher % means a stronger effect. one-dose inhibition, % at 20 µM; IC50 in µM for titrated hits. 190,000 compounds, 0.66% hits
Ins promoter up: MIN6 insulin promoter up-regulation. MIN6 insulin promoter-GFP reporter, high-content imaging; active compounds read high. z-score at 5 µM. 190,000 compounds, 0.3% hits. AID 1625;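 active means z-score above 3 at 5 µM with at least 500 cells counted in the well; inconclusive means wells under 500 cells, flagged as cytotoxic or low count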
Salmonella PhoP GFP: PhoP-dependent GFP reporter repression – Salmonella Typhimurium, primary screen (AID 1863). one-dose inhibition, % at 50 µM; IC50 in µM for titrated hits. S. Typhimurium PhoP-regulated promoter GFP reporter, 4 h; higher % means a stronger effect. 300,000 compounds, 0.16% hits;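 active means inhibition over 29.93%, a cutoff 3 SD above the screen mean, later confirmed by dose response; inconclusive means inhibition over 29.93% but no dose response follow-up; inactive means inhibition at most 29.93% or unconfirmed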;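 further: 0% = low Mg2+ inducing control and 100% = high Mg2+ repressing control; strong numbers were not always called active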
RSV antiviral HEp-2: RSV antiviral activity via CPE protection, HEp-2 cells, primary 10 µM value included (AID 2391) | 310,000 compounds, 0.13% hits | HEp-2 cells, RSV-induced CPE inhibition; higher % means a stronger effect | one-dose CPE inhibition, % at 10 µM; IC50 in µM for titrated hits; in the data active means a potency from the dose series; inconclusive means CPE inhibition mostly from about 23% at the one dose, without a potency; inactive means the rest, 99 in 100 with CPE inhibition below about 21%; further: strong numbers were not always called active
TNAP activators: human TNAP enzyme activators, primary screen, biochemical, luminescent, no phosphate acceptor, uHTS (AID 1001). 200,000 compounds, 0.03% hits. one-dose activation fold at 20 µM; EC50 in µM for titrated hits. purified TNAP, luminescent activation assay, no phosphate acceptor; higher activation fold means a stronger effect; in the data active means activation fold from about 3, or a potency from the dose series; inactive means the rest, 99 in 100 with activation fold below about 1.6; further: many of its hits are not listed in these tables
Ins promoter up cell count: further read-out of Ins promoter up, marked with its call; cell count; measured here: cytotoxicity, nuclei count;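 total cells summed across four imaged fields per well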
The depositor's hits bear a star; ? = inconclusive; nt = not tested or not shown. Unless noted, no stated cut-off is given here; in the data, active means inhibition above about 50%; inactive means the rest.

SMILES | PMI inhibitors | West Nile antiviral | SV40 large T antigen | ER stress rescue | human PMI inhibitors | Ins promoter up | Ins promoter up cell count | Salmonella PhoP GFP | RSV antiviral HEp-2 | TNAP activators
CCCCNC(=O)N(C)c1nc2ccccc2s1 | 1.4% | -0.5% | nt | 0.2% | -3.1% | -0.32 | 1445 | nt | 2.0% | 1.1
O=C(CSc1nnnn1-c1ccc(O)cc1)NC1CCCCC1 | nt | -1.2% | 8.1% | nt | nt | nt | nt | -1.0% | 1.3% | nt
COc1ccc(CC(=O)N2N=C(c3ccncc3)CC2(O)C(F)(F)F)cc1 (stereo not given) | -7.3% | -0.5% | 3.8% | -0.7% | -6.2% | 0.01 | 932 | -1.8% | -0.8% | 1.2
C/C=C/c1ccc(OCCOc2ccc(C=O)cc2OC)c(OC)c1 | 13.7% | 0.3% | 23.4% | -2.8% | 3.9% | 1.71 | 1194 | 24.9% | 3.9% | 1.1
O=S(=O)(c1ccc(Br)cc1)c1nc(-c2ccccc2)oc1NCCN1CCOCC1 | nt | -1.0% | -1.4% | nt | nt | nt | nt | 5.0% | 3.1% | nt
COC(=O)c1c(C)oc(C)c1S(=O)(=O)NCc1ccc(Cl)cc1 | nt | 0.0% | -3.7% | nt | nt | 0.52 | 1150 | -2.2% | 0.1% | nt
Cc1cc(C)n2nc(S(=O)(=O)N(C)Cc3ccccc3)nc2n1 | 0.5% | -0.4% | 4.0% | 2.7% | 1.3% | -0.33 | 1816 | -5.9% | 2.8% | 1.1
Cc1ccc(S(=O)(=O)N2CCCC2C(=O)OCc2nc3sc(C)c(C)c3c(=O)[nH]2)cc1 (stereo not given) | 0.9% | 2.6% | 8.5% | -1.2% | 2.8% | 0.95 | 1283 | 2.8% | 1.0% | 0.9
N#Cc1cc(NC(=O)c2ccc(F)cc2)c(=O)n2c1[nH]c1ccccc12 | 18.5% | -1.6% | 30.9% | -1.1% | 47.4% | 0.74 | 1234 | -0.4% | 19.4% | 1.1
COc1ccc(N2C(=O)c3ccccc3NC23C(=O)N(C)c2ccccc23)cc1 (stereo not given) | 11.5% | -0.1% | 9.4% | 1.3% | 10.2% | 1.06 | 909 | -17.2% | 2.7% | 1
Cc1ccc(/C=C/C(=O)C2C(=O)c3ccccc3C2=O)cc1 | -5.3% | -0.4% | 16.5% | -8.9% | -6.6% | -0.06 | 1448 | -13.3% | 10.2% | 0.8
COc1ccc(CCNCc2ccc(OCc3ccc(Cl)nc3)c(OC)c2)cc1OC | 2.3% | -0.3% | 5.8% | 1.6% | -3.0% | -0.4 | 785 | 12.4% | -1.3% | 1
O=C(CCc1ccccc1)N1CCN(Cc2ccc(F)cc2Cl)CC1 | nt | -1.4% | 16.9% | nt | nt | nt | nt | 9.1% | 1.5% | nt
CCC(C)(C(=O)NC1CCCC1)N(Cc1ccco1)C(=O)Cc1cccs1 (stereo not given) | -7.9% | -1.4% | 4.1% | -0.7% | -11.5% | -1.25 | 1369 | 2.9% | 0.0% | 1.2
CC(C)=CCN1CCN(Cc2cccn2-c2ncccn2)CC1CCO (stereo not given) | 4.2% | -0.3% | 12.4% | 0.2% | 4.2% | 0.48 | 1337 | -4.0% | -1.1% | 1.1
CCN(CC)CCC(c1ccc2c(c1)OCO2)c1c(OC)cc(OC)c2c(-c3ccccc3)cc(=O)oc12 (stereo not given) | nt | -1.7% | -0.4% | nt | nt | nt | nt | 1.3% | -1.4% | nt
O=C(CCCC1=NS(=O)(=O)c2ccccc2N1)OCc1ccc(Cl)cc1 | nt | 0.5% | 8.4% | nt | nt | nt | nt | -12.9% | ? | nt
Cc1ccc(OCC(=O)Nc2cccc(S(=O)(=O)N3CCCCC3)c2)c([N+](=O)[O-])n1 | -2.1% | 0.8% | 22.7% | 6.4% | -7.7% | -0.49 | 1590 | 15.5% | 3.5% | 0.9
Fc1ccccc1-c1csc(=Nc2cccnc2)n1CC1CCCO1 (stereo not given) | -4.7% | -0.8% | 11.0% | -2.9% | 1.1% | -1.91 | 1064 | -8.4% | 15.0% | 1.1
O=C(COc1ccc(S(=O)(=O)NC2CCCC2)cc1)NCC1CCCO1 (stereo not given) | -2.7% | -0.7% | 22.6% | 1.2% | -2.2% | -0.05 | 1467 | 0.0% | -0.1% | 1
CC(C(=O)NCc1ccc2c(c1)OCO2)c1ccc([N+](=O)[O-])cc1 (stereo not given) | 4.7% | -0.3% | 1.1% | -0.5% | 0.7% | 1.08 | 1630 | -7.7% | 3.8% | 1
CCOc1ccccc1C1C(C(=O)Nc2ccccc2OC)=C(C)Nc2nc(CCCO)nn21 (stereo not given) | -0.2% | 0.2% | 7.5% | -0.5% | 3.8% | 0.47 | 982 | 6.4% | 1.0% | 1.1
CC(C)(C)OC(=O)N[C@@H](Cc1ccccc1)[C@H](O)c1ccco1 | nt | -0.3% | 7.2% | nt | nt | 0.76 | 609 | 1.2% | 0.2% | nt
CCN(CC)CCCNC(=O)CC1Oc2ccc(C)cc2NC1=O (stereo not given) | -0.2% | -0.1% | 15.9% | 0.5% | 7.6% | 1 | 914 | 2.0% | -1.6% | 0.9
Cc1cc(NC(=O)CCC(=O)N(CC(=O)NC2CCCC2)c2ccc(C)c(F)c2)no1 | nt | -0.7% | 8.1% | nt | nt | nt | nt | 2.1% | 1.6% | nt
Cn1cccc1Cc1nnc(SCC(=O)NCc2ccc(F)cc2)n1-c1ccc(F)cc1 | 18.7% | -0.4% | nt | -1.9% | 15.8% | 0.94 | 1837 | nt | -1.1% | 1.1
CN(C(=O)C1CCCO1)c1nnc(-c2ccncc2)s1 (stereo not given) | 5.5% | 1.1% | 8.7% | -0.5% | 7.5% | nt | nt | 7.2% | 0.3% | 1.1
N#Cc1c(-c2ccccc2)nc(SCC(=O)NC2CCCCC2)[nH]c1=O | -7.7% | 0.7% | 10.5% | -10.4% | -0.3% | 1.02 | 1350 | -5.3% | 1.6% | 1
COc1ccccc1CNC(=O)C(c1ccccc1)c1ccccc1 | nt | -0.9% | 23.1% | nt | nt | nt | nt | 1.8% | 2.5% | nt
O=C(CN1C(=O)c2ccccc2C1=O)NCCOc1ccccc1 | nt | -0.2% | 11.4% | nt | nt | 0.53 | 1399 | -9.4% | nt | nt
CCCOc1ccc(NC(=O)C2OC3OC(C)(C)OC3C3OC(C)(C)OC23)cc1 (stereo not given) | 12.2% | -0.2% | 9.8% | -2.9% | 3.7% | 0.62 | 1528 | -6.2% | 0.5% | 1.1
Cc1ccc(NC(=O)CSc2nnc(-c3cccs3)n2Cc2ccco2)cc1 | 15.8% | -0.7% | -0.2% | -2.0% | 16.3% | -0.16 | 1401 | 3.8% | 2.2% | 1.1
Cc1cccc(C2c3[nH]c4ccccc4c3CCN2C(=O)c2cn(C)c3ccccc3c2=O)n1 (stereo not given) | nt | -1.0% | -2.2% | 4.6% | nt | -0.26 | 1106 | 2.1% | 2.2% | 1.1
CC1(OC(=O)CCc2ccccc2)C(=O)C=C2C=C(c3ccc(C#N)cc3)N(Cc3ccco3)C=C2C1=O (stereo not given) | nt | -0.5% | 47.2% | nt | nt | -0.11 | 955 | 0.5% | 0.0% | nt
CCOc1ccccc1OCCC(=O)OCC(=O)c1ccc[nH]1 | -5.5% | -0.6% | 1.7% | 0.1% | 4.0% | -0.28 | 1248 | 7.5% | -1.6% | 0.9
COc1ccc(OC)c(/C=N/NC2=NS(=O)(=O)c3ccccc32)c1 | nt | -0.2% | 2.3% | nt | nt | nt | nt | 4.6% | 1.0% | nt
COc1cc(OC)cc(C(=O)NNC(=O)c2ccc(S(=O)(=O)N(C)c3ccccc3OC)cc2)c1 | nt | -0.7% | 4.9% | nt | nt | 0.57 | 988 | -2.8% | 5.2% | nt
CC(c1ccccc1)N1C(=O)c2ccc(C(=O)NCc3ccco3)cc2C1=O (stereo not given) | 6.2% | 0.1% | 22.0% | 2.1% | 5.5% | nt | nt | -8.1% | nt | 1.1
COc1ccc(-c2csc(NC(=S)NC(=O)c3cc4ccccc4o3)n2)cc1Br | nt | 0.1% | -4.2% | nt | nt | nt | nt | 11.7% | ? | nt
O=C1/C(=C/c2ccncc2)SC(=S)N1Nc1ccccc1 | nt | -0.3% | 12.7µM* | nt | nt | -0.16 | 1395 | -2.0% | nt | nt
O=C(O)c1cc(S(=O)(=O)N2CCCCC2)sc1Cl | 7.5% | 0.1% | 7.5% | -0.9% | 14.1% | 0.54 | 1120 | -9.8% | 4.2% | 1
CC(OC(=O)CN1C(=O)c2ccccc2C1=O)C(=O)NC1CCCCC1 (stereo not given) | nt | 0.1% | 10.2% | nt | nt | nt | nt | -4.1% | 0.9% | nt
Cc1cc(C)c(N(C(=O)Cn2nnc3ccccc32)C(C(=O)NC(C)(C)C)c2ccsc2)c(C)c1 (stereo not given) | 14.2% | -1.1% | 1.2% | -1.4% | 10.7% | -0.16 | 1887 | -5.6% | 0.9% | 1
O=C(O)c1ccc2cccnc2c1O | nt | 0.2% | 8.1% | nt | nt | 0.24 | 1423 | -9.5% | -0.9% | nt
CC(C)NC(=O)Cn1c(SCC(=O)c2ccc(F)cc2)nc2ccccc21 | -0.1% | -1.1% | 22.2% | 12.0% | 3.8% | nt | nt | 5.2% | 1.7% | 1.1
O=C(COc1ccc(S(=O)(=O)N2CCCC2)cc1)N1CCCCC1 | nt | -0.1% | 4.7% | nt | nt | nt | nt | -3.5% | 0.3% | nt
Oc1c(C(c2ccc(F)cc2)N2CCc3ccccc3C2)sc2ncnn12 (stereo not given) | 24.9% | -0.1% | 13.0% | -1.6% | -57.6% | -1.05 | 1158 | 11.5% | -1.0% | 1
Cc1cc(=O)n2c3ccccc3n(CC(O)CN3CCOCC3)c2c1C#N (stereo not given) | 0.5% | -0.3% | 18.3% | -1.2% | -1.4% | -0.31 | 1422 | -5.7% | 1.2% | 1.1
Cc1cc2cc(C(c3nnnn3Cc3ccco3)N3CCc4ccccc4C3)c(=O)[nH]c2cc1C (stereo not given) | 24.5% | 0.3% | ? | 1.3% | -7.5% | -1.17 | 824 | -6.1% | 5.8% | 1.1
N/N=C(\c1ccccc1)C12CN3CN(CN(C3)C1)C2 | 5.5% | -0.5% | 5.6% | -1.6% | -5.9% | 0.45 | 1309 | -12.3% | 0.7% | 1.1
CCOC(=O)C1(Cc2cccc(OC)c2)CCN(Cc2cccc(OC)c2OC)CC1 | 6.2% | -1.2% | 5.7% | -1.8% | 0.9% | -1.04 | 1336 | 1.6% | 0.1% | 1.1
O=S(=O)(Nc1ccc(Cc2ccncc2)cc1)c1ccc(Br)cc1 | -2.1% | nt | 1.8% | -1.5% | 1.1% | -0.19 | 1515 | 6.5% | nt | 1.1
O=c1[nH][nH]c(C(F)(F)F)c1C=Nc1ccccc1Cl | -6.1% | 0.8% | 8.3% | 2.9% | -6.7% | -0.5 | 1631 | 2.9% | 0.6% | 0.8
